Vc quorum ag – inducers of Vibrio cholerae quorum light production without autoinducers, primary screen, BH1578 luxS cqsA deficient, single point | V. cholerae BH1578 lux reporter, luminescence, 6 h | activation, % at 18.7 µM | AID 588436, 2011 | 350,000 tested, 0.16% active; in the data active = activation mostly above about 9.7%, no sharp cut-off; also: not every result past the cut was called active; inactives centre near 0; reference of the scale not given here
TcdB inh – TcdB glycohydrolase inhibitors, primary screen, biochemical, single point, plate reader; TcdB glycohydrolase enzymatic assay; Toxin B (Clostridioides difficile), P18177; 350,000 tested, 0.24% active; inhibition, % at 9.99 µM; in the data active = inhibition above about 10%
3CLpro inhibitor – SARS-CoV 3CLpro protease inhibitors, primary screen, biochemical, quenched FRET; Replicase polyprotein 1ab (Severe acute respiratory syndrome coronavirus), P0C6X7; recombinant SARS-CoV 3CLpro, quenched FRET peptide cleavage; inhibition, % at 6 µM; 290,000 tested, 0.14% active; AID 1706, 2009; in the data active = inhibition above about 12%
Yp Topo-I inh – Yersinia pestis topoisomerase I inhibitors, primary screen, biochemical, cleavage product accumulation, plate reader, single point | Y. pestis Topo-I cleavage product accumulation | AID 504884, 2011 | activity, % at 10 µM | 360,000 tested, 0.064% active; in the data active = activity above about 50%, passing the limit was not always enough; also: inactives centre near 2
CCHF vOTU inh – CCHFV vOTU protease inhibitors, primary screen, biochemical, Pep-AMC substrate, fluorescence. 370,000 tested, 0.55% active. inhibition, % at 11.5 µM. Crimean-Congo hemorrhagic fever virus L polyprotein viral ovarian tumor (vOTU) protease …. AID 651958, 2012; in the data active = inhibition above about 30%; also: 0% = vehicle wells with enzyme and 100% = no enzyme wells
Rv3671c inh – Rv3671c serine protease inhibitors, primary screen, biochemical, fluorescence polarization, M. tuberculosis H37Rv; P9WHR9; inhibition, % at 5.96 µM; 320,000 tested, 0.048% active; AID 2606, 2010; in the data active = inhibition above about 38%;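 also: extracellular domain of Rv3671c used as enzyme; 0% = enzyme with DMSO and 100% = no enzyme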
Target sequence (P9WHR9 whole entry, looked up, the tested form may be a part): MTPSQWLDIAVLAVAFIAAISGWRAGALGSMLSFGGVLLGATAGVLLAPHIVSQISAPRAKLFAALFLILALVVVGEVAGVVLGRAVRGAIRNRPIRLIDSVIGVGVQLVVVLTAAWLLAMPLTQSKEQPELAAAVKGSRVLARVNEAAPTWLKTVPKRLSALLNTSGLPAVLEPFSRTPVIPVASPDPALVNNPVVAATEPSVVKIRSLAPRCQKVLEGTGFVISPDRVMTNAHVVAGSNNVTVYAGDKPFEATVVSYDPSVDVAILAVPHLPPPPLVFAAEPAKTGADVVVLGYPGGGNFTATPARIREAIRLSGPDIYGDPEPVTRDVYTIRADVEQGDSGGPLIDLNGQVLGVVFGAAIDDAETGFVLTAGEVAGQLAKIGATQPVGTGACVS
MazF activator – activators of E. coli MazEF toxin-antitoxin RNase, primary screen, biochemical, fluorescence, uHTS. Endoribonuclease toxin MazF (Escherichia coli (strain K12)), P0AE70. FAM/BHQ RNA-DNA oligo cleavage fluorescence, 5 h. activation, % at 20 µM. 350,000 tested, 0.32% active; in the data active = activation above about 50%
Target sequence (P0AE70 whole entry, looked up): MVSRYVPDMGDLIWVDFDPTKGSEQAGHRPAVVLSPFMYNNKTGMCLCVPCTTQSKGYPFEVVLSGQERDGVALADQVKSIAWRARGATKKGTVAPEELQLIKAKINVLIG
VHR inh abs – VHR1 phosphatase inhibitors, primary screen, biochemical, absorbance, uHTS; Dual specificity protein phosphatase 3 (Homo sapiens), P51452; 290,000 tested, 0.52% active; recombinant VHR phosphatase, pNPP absorbance; AID 1654, 2009; inhibition, % at 13.3 µM; in the data active = inhibition above about 50%; also: some compounds called inactive have numbers as strong as hits
Target sequence (P51452 whole entry, looked up): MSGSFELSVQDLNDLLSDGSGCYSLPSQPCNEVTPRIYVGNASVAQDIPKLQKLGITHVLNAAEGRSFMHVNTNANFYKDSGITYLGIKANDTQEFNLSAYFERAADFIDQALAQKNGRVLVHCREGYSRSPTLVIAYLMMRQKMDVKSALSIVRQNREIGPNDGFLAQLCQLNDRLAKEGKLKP
PriA SSB inh – inhibitors of Klebsiella pneumoniae PriA binding to SSB C-terminal tail, primary screen, biochemical, AlphaScreen; AlphaScreen SSBct-PriA binding, biotinylated peptide; AID 1272365, 2023; inhibition, % at 33 µM; 430,000 tested, 0.6% active; in the data active = inhibition mostly above about 37%, no sharp cut-off; inactive = mostly below about 20%;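 also: plate controls were negative control peptide for no effect and reference peptide for full effect; strong numbers were not always called active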
PrPC TRFRET – inhibitors of human cell surface prion protein PrPC, primary screen, cell-based, TR-FRET; Major prion protein (Homo sapiens), P04156; TR-FRET read-out; inhibition, % at 13.8 µM; 370,000 tested, 0.43% active; in the data active = inhibition above about 24%; also: 0% = median of the test wells and 100% = reference compound wells
Active calls of the source: *. Not all compounds are listed. The share of hits here may be higher or lower than overall.

`CCC1CO/C(=C(\C(=C(Cl)Cl)N2CCOCC2)[N+](=O)[O-])N1` (stereo not given) gave Vc quorum ag inactive, TcdB inh 0.3, 3CLpro inhibitor 1, Yp Topo-I inh -12, CCHF vOTU inh -3, Rv3671c inh 5, MazF activator 15, VHR inh abs 16, PriA SSB inh 3 and PrPC TRFRET 1.
For CCCn1c(SC(C)C(=O)O)nc2ccccc21 (stereo not given) the results were Vc quorum ag inactive, 3CLpro inhibitor 4, Yp Topo-I inh -1, Rv3671c inh -11, MazF activator 2, VHR inh abs -13 and PriA SSB inh -8.
Cc1onc(NC(=O)NC(=O)c2c(Cl)cccc2Cl)c1Br was read as Vc quorum ag 3.4, TcdB inh 1.3, 3CLpro inhibitor 7, Yp Topo-I inh 15, CCHF vOTU inh 5, Rv3671c inh -2, MazF activator 7, VHR inh abs 29, PriA SSB inh -4 and PrPC TRFRET 2.
`CC1(c2ccc(Cl)cc2)NC(=O)N(CC(=O)Nc2ccc(N3CCCCC3)cc2)C1=O` (stereo not given) gave Vc quorum ag inactive, TcdB inh -0.6, Yp Topo-I inh -5, CCHF vOTU inh 1, Rv3671c inh 13, MazF activator 8, PriA SSB inh 25 and PrPC TRFRET -1.
Screening O=C(CC1C(=O)NCCN1C/C=C/c1ccccc1)NCCCC1CCCC1 (stereo not given) returned Vc quorum ag inactive, TcdB inh -0.5, 3CLpro inhibitor 5, Yp Topo-I inh 4, CCHF vOTU inh 15, Rv3671c inh -5, MazF activator -8, VHR inh abs 21, PriA SSB inh -17 and PrPC TRFRET -2.
Screening COc1cccc(-n2c(=S)sc3c(=O)n(-c4ccccc4OC)c(SCC4OCCO4)nc32)c1 returned Vc quorum ag -0.4, TcdB inh 1.5, 3CLpro inhibitor -5, Yp Topo-I inh 8, CCHF vOTU inh -4, Rv3671c inh -6, MazF activator -4, VHR inh abs 3, PriA SSB inh -5 and PrPC TRFRET 4.
`Cc1nnc(-c2ccc(N3CCCCCC3)c([N+](=O)[O-])c2)o1` gave Vc quorum ag -0.9, TcdB inh 1.3, 3CLpro inhibitor 4, Yp Topo-I inh 3, CCHF vOTU inh -8, Rv3671c inh 9, MazF activator 2, VHR inh abs 4, PriA SSB inh 3 and PrPC TRFRET -4.
For CSC1=C(C#N)C(CC(C)C)C(C(C)=O)=C(C)N1 (stereo not given) the results were Vc quorum ag inactive, 3CLpro inhibitor 1, Yp Topo-I inh -5, CCHF vOTU inh 6, Rv3671c inh -2, MazF activator 3, VHR inh abs 14, PriA SSB inh -18 and PrPC TRFRET 4.
Cc1cccc(N2CCN(C(=O)COc3ccc4c(c3)CCC4)CC2)c1C was read as Vc quorum ag -0.1, 3CLpro inhibitor 1, Yp Topo-I inh -5, CCHF vOTU inh -3, Rv3671c inh -11, MazF activator 2, VHR inh abs 22, PriA SSB inh -27 and PrPC TRFRET -3.
`Cn1c(N)c(C(=O)CSc2nc3ccccc3n2-c2ccccc2)c(=O)n(C)c1=O` gave Vc quorum ag -0.3, Yp Topo-I inh -6, CCHF vOTU inh -5, Rv3671c inh -1, MazF activator 8, VHR inh abs 19, PriA SSB inh -12 and PrPC TRFRET 4.
`CC(C)(C)NC(=O)NC(=O)COC(=O)c1nc(-c2ccccc2)n(-c2cccc(C(F)(F)F)c2)n1` gave TcdB inh 0.4, 3CLpro inhibitor -5, Yp Topo-I inh 26, CCHF vOTU inh 18, Rv3671c inh -5, MazF activator 5, VHR inh abs 7, PriA SSB inh -6 and PrPC TRFRET -4.
`COc1cccc(OCc2nnc(SCc3cc(=O)[nH]c4ccccc34)o2)c1` gave Vc quorum ag 0.1, TcdB inh 0.6, 3CLpro inhibitor 3, Yp Topo-I inh 47, CCHF vOTU inh -6, Rv3671c inh -17, MazF activator 3, VHR inh abs -8, PriA SSB inh 4 and PrPC TRFRET 10.
Screening O=C(NC1CCCCC1)NC1CC2CCC(C1)N2Cc1nnnn1Cc1ccc2c(c1)OCO2 (stereo not given) returned Vc quorum ag 0.0, 3CLpro inhibitor 2, Yp Topo-I inh 17, CCHF vOTU inh -4, Rv3671c inh -3, MazF activator 1, VHR inh abs 11, PriA SSB inh -6 and PrPC TRFRET -6.
Screening O=C(Nc1ccon1)c1cccc(Cl)c1 returned Vc quorum ag -0.4, 3CLpro inhibitor -2, Yp Topo-I inh -10, CCHF vOTU inh 2, Rv3671c inh 1, MazF activator 3, VHR inh abs -8, PriA SSB inh 3 and PrPC TRFRET 8.
For Cc1sc(NC(=O)CSc2nnnn2C2CCCC2)c(C#N)c1C the results were Vc quorum ag -5.0, 3CLpro inhibitor 2, Yp Topo-I inh 16, CCHF vOTU inh -31, Rv3671c inh -10, MazF activator 12, VHR inh abs 24, PriA SSB inh -11 and PrPC TRFRET -3.

Overlap with the part before: three compounds, then new ones.
Screening O=C(NC1CCCCC1)NC1CC2CCC(C1)N2Cc1nnnn1Cc1ccc2c(c1)OCO2 (stereo not given) returned Vc quorum ag 0.0, 3CLpro inhibitor 2, Yp Topo-I inh 17, CCHF vOTU inh -4, Rv3671c inh -3, MazF activator 1, VHR inh abs 11, PriA SSB inh -6 and PrPC TRFRET -6.
Screening O=C(Nc1ccon1)c1cccc(Cl)c1 returned Vc quorum ag -0.4, 3CLpro inhibitor -2, Yp Topo-I inh -10, CCHF vOTU inh 2, Rv3671c inh 1, MazF activator 3, VHR inh abs -8, PriA SSB inh 3 and PrPC TRFRET 8.
For Cc1sc(NC(=O)CSc2nnnn2C2CCCC2)c(C#N)c1C the results were Vc quorum ag -5.0, 3CLpro inhibitor 2, Yp Topo-I inh 16, CCHF vOTU inh -31, Rv3671c inh -10, MazF activator 12, VHR inh abs 24, PriA SSB inh -11 and PrPC TRFRET -3.
For CC(c1nnc(SCn2nnc3ccccc3c2=O)n1-c1ccc(Cl)cc1)N(C)C (stereo not given) the results were Vc quorum ag -1.5, 3CLpro inhibitor 0, Yp Topo-I inh -1, CCHF vOTU inh -1, Rv3671c inh -2, MazF activator 1, VHR inh abs 28, PriA SSB inh 14 and PrPC TRFRET 0.
COc1ccc([C@@H]2CC=C(C(=O)O)[C@H](c3cccc(Cl)c3)N2S(=O)(=O)c2ccc(C)cc2)cc1OC was read as Vc quorum ag inactive, TcdB inh -0.4, Yp Topo-I inh 1, CCHF vOTU inh 1, Rv3671c inh 4, MazF activator -1, PriA SSB inh -10 and PrPC TRFRET -3.
`COC(=O)N[C@H](CC(C)=O)c1cccc(C(F)(F)F)c1` gave Vc quorum ag 1.2, TcdB inh 0.8, 3CLpro inhibitor 0, Yp Topo-I inh 5, CCHF vOTU inh 4, Rv3671c inh -3, MazF activator 5, VHR inh abs -7, PriA SSB inh -59 and PrPC TRFRET 0.
`COc1ccc(C)cc1S(=O)(=O)N1CCC2(CC1)OCCN2S(=O)(=O)c1cccs1` gave Vc quorum ag inactive, TcdB inh -4.8, Yp Topo-I inh 28, CCHF vOTU inh -10, Rv3671c inh -5, MazF activator 0, PriA SSB inh 12 and PrPC TRFRET 4.
O=C(c1ccccc1)c1cnc(-c2ccc(Cl)cc2)s1 was read as Vc quorum ag -0.4, 3CLpro inhibitor 4, Yp Topo-I inh -9, CCHF vOTU inh -6, Rv3671c inh -4, MazF activator -6, VHR inh abs 23, PriA SSB inh 0 and PrPC TRFRET -4.
Screening COc1ccc(NC(=O)c2cnn(-c3ccccc3)c2C)cc1OC returned Vc quorum ag 1.7, TcdB inh 1.9, 3CLpro inhibitor 0, Yp Topo-I inh -5, CCHF vOTU inh -6, Rv3671c inh 4, MazF activator 8, VHR inh abs -10, PriA SSB inh 0 and PrPC TRFRET 4.
Screening N#CCN1C(=O)NC2(CCCc3sccc32)C1=O (stereo not given) returned Vc quorum ag -0.2, TcdB inh 1.0, 3CLpro inhibitor -2, Yp Topo-I inh -3, CCHF vOTU inh 3, Rv3671c inh 2, MazF activator 3, VHR inh abs 17, PriA SSB inh -1 and PrPC TRFRET 3.
For CN(c1ccc(C(=O)NCCc2ccccc2)cc1)S(C)(=O)=O the results were Vc quorum ag -0.2, 3CLpro inhibitor 5, Yp Topo-I inh 9, CCHF vOTU inh -12, Rv3671c inh 4, MazF activator 14, VHR inh abs 20, PriA SSB inh -3 and PrPC TRFRET -7.
CC(Oc1ccccc1)C(=O)Nc1cccc([N+](=O)[O-])c1 (stereo not given) was read as Vc quorum ag -0.3, TcdB inh 0.6, 3CLpro inhibitor 2, Yp Topo-I inh -5, CCHF vOTU inh 2, Rv3671c inh 1, MazF activator 4, VHR inh abs 47, PriA SSB inh 7 and PrPC TRFRET -12.
Screening CCOC(=O)c1c(C)oc2ccc(NS(=O)(=O)c3ccc(C(=O)O)cc3)cc12 returned Vc quorum ag -0.3, TcdB inh -0.8, 3CLpro inhibitor -5, Yp Topo-I inh 3, CCHF vOTU inh -3, Rv3671c inh 2, MazF activator -12, VHR inh abs -8, PriA SSB inh -4 and PrPC TRFRET -4.
For O=C(COc1ccccc1F)Nc1ccccc1C(=O)NC1CC1 the results were Vc quorum ag -0.1, TcdB inh -0.3, Yp Topo-I inh 0, CCHF vOTU inh 12, Rv3671c inh 13, MazF activator -9, PriA SSB inh -23 and PrPC TRFRET -1.
CCOC(=O)c1c(-c2ccc(OC)c(OC)c2)csc1NC(=O)C1CCCO1 (stereo not given) was read as Vc quorum ag inactive, TcdB inh 2.5, 3CLpro inhibitor -3, Yp Topo-I inh 13, CCHF vOTU inh -5, Rv3671c inh 2, MazF activator 0, VHR inh abs 3, PriA SSB inh 9 and PrPC TRFRET 3.
For O=C(NCCCN1CCOCC1)c1cc(-c2ccccc2F)no1 the results were Vc quorum ag -0.9, TcdB inh 0.9, 3CLpro inhibitor -2, Yp Topo-I inh -3, CCHF vOTU inh 23, Rv3671c inh 3, MazF activator 10, VHR inh abs 6, PriA SSB inh -8 and PrPC TRFRET 2.
Screening CC(C)CN(C(=O)COC(=O)c1cccs1)c1c(N)n(Cc2ccccc2)c(=O)[nH]c1=O returned Vc quorum ag 0.6, TcdB inh 0.7, Yp Topo-I inh 1, CCHF vOTU inh 7, MazF activator 5 and PrPC TRFRET 1.
For CC(C)c1nnc(NC(=O)CCC(=O)NCC2CCCO2)s1 (stereo not given) the results were Vc quorum ag inactive, 3CLpro inhibitor 1, Yp Topo-I inh -4, CCHF vOTU inh -1, Rv3671c inh -14, MazF activator 5, VHR inh abs 1, PriA SSB inh -1 and PrPC TRFRET -7.
`O=C(Cn1c(=O)c2cccn2c2cccnc21)NCCCN1CCN(c2ccc(F)cc2)CC1` gave Vc quorum ag -2.6, TcdB inh 0.5, 3CLpro inhibitor -1, Yp Topo-I inh 3, CCHF vOTU inh -3, Rv3671c inh 10, MazF activator 3, VHR inh abs -3, PriA SSB inh 8 and PrPC TRFRET -9.
For COc1ccc(Cc2c(N)nc(N)nc2N)cc1 the results were Vc quorum ag -0.3, 3CLpro inhibitor 2, Yp Topo-I inh -5, CCHF vOTU inh 10, Rv3671c inh -7, MazF activator -20, VHR inh abs 19, PriA SSB inh 5 and PrPC TRFRET -2.
CC(=O)OCC(=O)C1(O)CCC2C3CCC4=CC(=O)CCC4(C)C3C(O)CC21C (stereo not given) was read as Vc quorum ag inactive, TcdB inh 1.7, Yp Topo-I inh 2, CCHF vOTU inh 5, MazF activator -5, PriA SSB inh -4 and PrPC TRFRET 3.
